Screening results as filed in PubChem.
AMA1-RON2 inh: qHTS for Inhibitors of AMA1-RON; Towards Development of Antimalarial Drug Lead: Primary Screen | Plasmodium falciparum AMA1 (3D7) - RON2 peptide interaction | AlphaScreen AMA1-biotinylated RON2 peptide binding | Potency, µM (top dose mostly 58.2 µM), inactives show at the top dose activity change, negative = inhibition, most hits filed as inhibitors | actives 0.2% (n = 360,000);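 also: potency is read from the fitted curve at half-maximal effect; 0% = vehicle wells and -100% = peptide control; nearly all actives have a fitted effect of over 45% in size; some results filed as inactive show a strong effect at the top dose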
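AMA1 (3D7) with his tag at 25 nM final met compounds first, then biotinylated RON2 peptide at 25 nM; detection used donor plus acceptor beads, 10 µg/mL apiece, read by AlphaScreen after 30 min at room temperature.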
Tb PYK inh: qHTS of Trypanosoma Brucei Inhibitors; AID 624173, 2012; TbPYK enzyme, Kinase-Glo Plus ATP luminescence, 45 min; Potency, µM (doses to about 76.8 µM), without a hit: at the top dose activity, negative = inhibition, usual class: inhibitors; pyruvate kinase (Trypanosoma brucei), Q57TT1; actives 0.12% (n = 410,000); also: potency is read from the fitted curve at half-maximal effect; nearly all actives have a fitted effect of over 50% in size
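Enzyme and substrate buffer are dispensed first and compound is pin-transferred. ADP at 130 uM final then starts the reaction, which runs 45 min at room temperature. Detection reagent is added for 10 min before luminescence is imaged.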
HCMV antiviral: qHTS Assay for inhibitors of the human cytomegalovirus (HCMV). HFF cells, HCMV-luciferase reporter, 72 h; stronger effect = lower value. AID 1259415, 2018. activity change, negative = inhibition, % at 57.5 µM. actives 4.5% (n = 410,000); in the data active = activity change below about -60%; inconclusive = no clear call, values can overlap the other calls; inactive = above about -39%
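Inhibition of viral replication was scored as loss of reporter luminescence in HFFs infected with HCMV-luciferase (MOI 1 PFU/cell) for 72 h; compounds tested at 2 doses, normalized to buffer and Salinomycin controls.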
LmPK inh: qHTS Assay for Inhibitors of Leishmania Mexicana Pyruvate Kinase (LmPK); Potency, µM (top dose mostly 57.5 µM), inactives show top-dose activity change, negative = inhibition, actives largely listed as inhibitors; actives 0.37% (n = 290,000); purified LmPK, Kinase-Glo ATP luminescence, 1 h; Q27686; also: potency is read from the fitted curve at half-maximal effect
Target sequence (Q27686 whole entry, looked up): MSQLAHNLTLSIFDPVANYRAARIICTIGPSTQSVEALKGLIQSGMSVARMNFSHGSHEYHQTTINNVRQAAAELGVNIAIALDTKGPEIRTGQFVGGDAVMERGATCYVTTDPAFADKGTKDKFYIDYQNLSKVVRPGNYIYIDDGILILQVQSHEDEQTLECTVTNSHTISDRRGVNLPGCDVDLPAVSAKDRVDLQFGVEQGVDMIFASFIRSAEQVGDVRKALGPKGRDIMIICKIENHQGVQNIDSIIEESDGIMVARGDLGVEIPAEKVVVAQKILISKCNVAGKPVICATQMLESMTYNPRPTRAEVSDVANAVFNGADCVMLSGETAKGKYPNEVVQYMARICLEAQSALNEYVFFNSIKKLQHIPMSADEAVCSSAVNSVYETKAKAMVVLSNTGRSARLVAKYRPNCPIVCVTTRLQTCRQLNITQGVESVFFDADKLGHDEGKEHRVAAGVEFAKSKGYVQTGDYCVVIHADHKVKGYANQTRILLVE
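Purified LmPK (0.1 nM) converted ADP (0.1 mM) to ATP with PEP (0.5 mM) in imidazole buffer pH 7.2 with KCl and MgCl2, 1 h at room temperature. ATP was read by Kinase-Glo luminescence; data normalized to uninhibited and no-enzyme controls.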
Sm TGR block: qHTS Assay for the Inhibitors of Schistosoma Mansoni Peroxiredoxins | Schistosoma mansoni thioredoxin glutathione reductase (TGR), Q962Y6 | purified TGR, DTNB reduction, TNB absorbance 405 nm | Potency, µM (doses to about 114 µM), for the others: top-dose activity change, negative = inhibition, usual class: inhibitors | actives 3% (n = 360,000) | AID 485364, 2010; also: potency is read from the fitted curve at half-maximal effect; nearly all actives have a fitted effect of over 60% in size
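Kinetic colorimetric format: TGR-catalysed, NADPH-driven DTNB reduction monitored via TNB absorbance. Enzyme dispensed at 20 nM; compound exposure 15 min at room temperature before reaction start.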
AmpC detergent: qHTS Inhibitors of AmpC Beta-Lactamase (assay with detergent); P00811; AmpC hydrolysis of nitrocefin, absorbance 480 nm, 0.01% Triton; Potency, µM (doses to about 114 µM), without a hit: at the highest dose activity change, negative = inhibition, hits mostly inhibitors; actives 0.041% (n = 370,000);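 also: potency is read from the fitted curve at half-maximal effect; 0% = no-compound wells and -100% = no-enzyme wells; nearly all actives have a fitted effect of over 25% in size; some results filed as inactive show a strong effect at the top dose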
Target sequence (P00811 whole entry, looked up): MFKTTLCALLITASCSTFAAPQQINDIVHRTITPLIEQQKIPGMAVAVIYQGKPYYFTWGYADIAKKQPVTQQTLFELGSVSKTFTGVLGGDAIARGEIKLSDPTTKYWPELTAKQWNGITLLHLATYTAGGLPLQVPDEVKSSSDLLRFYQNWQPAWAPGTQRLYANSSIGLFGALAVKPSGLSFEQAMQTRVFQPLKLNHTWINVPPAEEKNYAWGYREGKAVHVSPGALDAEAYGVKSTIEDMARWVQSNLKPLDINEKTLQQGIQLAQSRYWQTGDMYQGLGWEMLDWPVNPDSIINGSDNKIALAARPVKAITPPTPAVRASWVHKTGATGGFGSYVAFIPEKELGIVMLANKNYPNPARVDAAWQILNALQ
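20 mM phosphate pH 7.0 + 0.01% (detergent screen) or 0.0001% Triton X-100; 5.3 nM AmpC reagent; cpd preinc 15 min RT; nitrocefin (800 uM stock) to start; A480 q20 s × 4 min; Activity was normalised to no-enzyme and no-compound control wells.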
AmpC no deterg: qHTS Inhibitors of AmpC Beta-Lactamase (assay without detergent) | P00811 | AmpC nitrocefin hydrolysis, absorbance 480 nm, 0.0001% Triton | Potency, µM (top dose mostly 57.1 µM), for the others: at the highest dose activity change, negative = inhibition, usual class: inhibitors | AID 485341, 2010 | actives 0.52% (n = 330,000);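 also: potency is read from the fitted curve at half-maximal effect; plate controls were no compound for no effect and no enzyme for full effect; nearly all actives have a fitted effect of over 20% in size; some results filed as inactive show a strong effect at the top dose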
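20 mM phosphate pH 7.0 + 0.01% (detergent screen) or 0.0001% Triton X-100; 5.3 nM AmpC reagent; cpd preinc 15 min RT; nitrocefin (800 uM stock) to start; A480 q20 s × 4 min; Activity was normalised to no-enzyme and no-compound control wells.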
Starred values were filed as active, the others as inactive; ? = inconclusive; · = not tested or not shown; [ ] = dose if it differs, or a comment. Unless noted, calls follow the shape of the dose curve; as a rule, active = well fitted curve in the direction sought with a large enough effect; inconclusive = small, poorly fitted or top-dose-only effect, or another doubt; inactive = no such curve, though single readings can be large; an effect the other way counts as inactive or inconclusive. Unless noted, % is scaled to controls: 0 for no effect and ±100 for the full control effect.

Preview (2 entries):
nr	canonical_smiles	AMA1-RON2 inh	Tb PYK inh	HCMV antiviral	LmPK inh	Sm TGR block	AmpC detergent	AmpC no deterg
1	COC(=O)C1=C(N)Oc2cc(C)[nH]c(=O)c2C1c1ccc(Cl)cc1 (stereo not given)	2%	-23%	-4	0%	-6%	3%	1%
2	NS(=O)(=O)c1ccc(CCNC(=O)c2ccncc2)cc1	6%	0%	0	1%	-8%	3%	0%

Main list, previewed entries included:
nr	canonical_smiles	AMA1-RON2 inh	Tb PYK inh	HCMV antiviral	LmPK inh	Sm TGR block	AmpC detergent	AmpC no deterg
1	COC(=O)C1=C(N)Oc2cc(C)[nH]c(=O)c2C1c1ccc(Cl)cc1 (stereo not given)	2%	-23%	-4	0%	-6%	3%	1%
2	NS(=O)(=O)c1ccc(CCNC(=O)c2ccncc2)cc1	6%	0%	0	1%	-8%	3%	0%
3	COc1ccc(NS(=O)(=O)c2c(C)cc(C)cc2C)cn1	-11%	0%	-19	-11%	-21%	-12%	-20%
4	COc1cc(CN2CCNC(=O)C2CC(=O)NC2CCCCC2)cc(OC)c1 (stereo not given)	-3%	0%	-1	0%	?	2%	84%[activator]
5	CCN(CC)C(=O)C(=O)N/N=C/c1ccc(F)cc1	27%	-2%	-19	-4%	-3%	-1%	1%
6	O=P(O)(CN1CCCCCC1)C1Cc2ccccc2C1	·	·	·	-1%	?	50µM*	-25%
7	CC(C)CCN1CCN(Cc2coc3ccccc3c2=O)CC1CCO (stereo not given)	0%	-10%	25	-1%	?	-5%	-11%
8	CCn1cc(C(=O)N2CCN(c3cc(Cl)ccc3C)CC2)c(=O)c2cc(S(=O)(=O)N3CCOCC3)ccc21	·	-11%	1	·	-2%	2%	·

Taken from above:
no. 2 in LmPK inh is listed with 1%
no. 7 in AMA1-RON2 inh is listed with 0%

Next entries:
nr	canonical_smiles	AMA1-RON2 inh	Tb PYK inh	HCMV antiviral	LmPK inh	Sm TGR block	AmpC detergent	AmpC no deterg
9	Cc1ccc(NC(=S)NC(=O)c2ccc(Br)o2)c(C)c1	3%	-4%	-32	1%	·	7%	-21%
10	COc1ccccc1-n1c(C)nc2cc(C(=O)NCCN3CCOCC3)ccc21	-6%	3%	7	-1%	-1%	5%	-8%
11	CCN(CC)C(=O)CN(C#N)c1nc(Cl)nc(N(C)C)n1	11%	3%	-3	2%	2%	0%	-12%
12	CCOc1ccccc1CN1CCN(Cc2ccc(C)o2)C(CCO)C1 (stereo not given)	-5%	-1%	1	4%	-24%	-5%	5%
13	COc1ccc(NC(=O)c2coc3ccccc23)cc1OC	6%	-12%	35	0%	-4%	?	-11%
14	Cc1ccc2nc(-c3ccc(NC(=O)COC(=O)c4ccc(=O)[nH]c4)cc3)sc2c1	-22%	-11%	38	-3%	-8%	-15%	26%
15	CCn1c(C(=O)N2CCCC(C(=O)NCCCc3ccccc3)C2)cc2sccc21 (stereo not given)	-7%	-16%	-70*	4%	-8%	-4%	136%[activator]
16	C=CC[C@@H](CC(=O)N[C@@H](CO)Cc1ccccc1)C(=O)N[C@@H](C)COC(=O)[C@@H](CC=C)Cc1ccc(F)cc1	-1%	6%	-9	·	·	·	151%[activator]

Compounds 12–13 from above:
nr	canonical_smiles	AMA1-RON2 inh	Tb PYK inh	HCMV antiviral	LmPK inh	Sm TGR block	AmpC detergent	AmpC no deterg
12	CCOc1ccccc1CN1CCN(Cc2ccc(C)o2)C(CCO)C1 (stereo not given)	-5%	-1%	1	4%	-24%	-5%	5%
13	COc1ccc(NC(=O)c2coc3ccccc23)cc1OC	6%	-12%	35	0%	-4%	?	-11%

Following part:
nr	canonical_smiles	AMA1-RON2 inh	Tb PYK inh	HCMV antiviral	LmPK inh	Sm TGR block	AmpC detergent	AmpC no deterg
17	CCOc1ccc(CN(C)CC(=O)Nc2ccc(N3CCOCC3)cc2)cc1OC	1%	1%	-1	0%	-15%	-10%	13%
18	O=C(NC(=S)Nc1cc(S(=O)(=O)N2CCOCC2)ccc1N1CCOCC1)c1ccco1	3%	-8%	-5	6%	5%	4%	90%[activator]
19	Cc1cc(-c2ccccc2)nc(N(C)NC(=O)C2CC2)c1S(C)(=O)=O	-28%	-13%	-36	2%	1%	?	-10%
20	CC(C)(C)OC(=O)[C@H](Cc1ccccc1)NC(=O)c1[nH]cnc1C(=O)Nc1cccc(Cl)c1	123%[activator]	4%	23	14%	42%[activator]	15%	1%
21	CC1CN(C(=O)c2ccc(NS(=O)(=O)c3ccc(F)cc3)cc2)CC(C)O1 (stereo not given)	-13%	-8%	-34	-7%	-1%	0%	-3%
22	O=C(CCc1ccc(Oc2cc([N+](=O)[O-])cc([N+](=O)[O-])c2)cc1)N1CCCCCC1	?	-4%	13	1%	2%	-7%	49%
23	CC(=O)Nc1ccc(S(=O)(=O)N(C)CC(=O)N/N=C/c2ccncc2)cc1	-1%	2%	-20	2%	-7%	1%	-2%
24	NC(=O)NCCc1ccccc1	10%	3%	?	-3%	-1%	-13%	-8%

The listing continues:
nr	canonical_smiles	AMA1-RON2 inh	Tb PYK inh	HCMV antiviral	LmPK inh	Sm TGR block	AmpC detergent	AmpC no deterg
25	CC(=O)Oc1c(C)c(OC(C)=O)c2c(c1C(C)=O)OC1CC(=O)C(C(C)=O)=C(O)C21C (stereo not given)	-1%	-3%	-29	1%	1%	5%	32%
26	COC(=O)c1c(NC(=O)C2CC(=O)NN2Cc2ccccc2)sc(C)c1C (stereo not given)	-6%	-2%	-27	2%	16%	2%	58%
27	CC(=O)c1sc(NC(=O)c2ccccc2)nc1-c1ccccc1	-5%	-2%	94	-9%	-19%	2%	-26%
28	Cc1cccc(N2CCn3c2nc2c3c(=O)n(CCCc3ccccc3)c(=O)n2C)c1	·	2%	-14	·	-16%	8%	·
29	CN1CCN(CCCNC(=O)CN2C(=O)COc3ccccc32)CC1	-6%	3%	5	-3%	-1%	-4%	-10%
30	COC(=O)Cc1csc(/N=C/c2c(O)n(-c3cccc(C(F)(F)F)c3)c(=O)c3ccccc23)n1	-3%	3%	41	4%	-5%	-4%	-16%
31	Cc1ccccc1Nc1c([N+](=O)[O-])ccc2nonc12	3%	-9%	-2	0%	-5%	-7%	-8%
32	CC12CCC(C)(c3nc4ccccc4nc31)C2(C)C	-4%	0%	15	2%	17%	-1%	1%

Pulled by compound from the entries so far, five records:
nr	canonical_smiles	AMA1-RON2 inh	Tb PYK inh	HCMV antiviral	LmPK inh	Sm TGR block	AmpC detergent	AmpC no deterg
16	C=CC[C@@H](CC(=O)N[C@@H](CO)Cc1ccccc1)C(=O)N[C@@H](C)COC(=O)[C@@H](CC=C)Cc1ccc(F)cc1	-1%	6%	-9	·	·	·	151%[activator]
29	CN1CCN(CCCNC(=O)CN2C(=O)COc3ccccc32)CC1	-6%	3%	5	-3%	-1%	-4%	-10%
15	CCn1c(C(=O)N2CCCC(C(=O)NCCCc3ccccc3)C2)cc2sccc21 (stereo not given)	-7%	-16%	-70*	4%	-8%	-4%	136%[activator]
13	COc1ccc(NC(=O)c2coc3ccccc23)cc1OC	6%	-12%	35	0%	-4%	?	-11%
26	COC(=O)c1c(NC(=O)C2CC(=O)NN2Cc2ccccc2)sc(C)c1C (stereo not given)	-6%	-2%	-27	2%	16%	2%	58%

(more compounds)
nr	canonical_smiles	AMA1-RON2 inh	Tb PYK inh	HCMV antiviral	LmPK inh	Sm TGR block	AmpC detergent	AmpC no deterg
33	O=C(/C=C/c1ccccc1)NCCc1cnc[nH]1	7%	10%	13	3%	3%	-4%	27%
34	CCN(CC)C(CNS(=O)(=O)c1ccc(Cl)cc1)c1ccccc1 (stereo not given)	4%	-11%	38	2%	2%	-8%	41%
35	O=C(Cc1c(F)cccc1Cl)Nc1ccccc1C(=O)N1CCOCC1	-9%	-5%	-19	-7%	5%	4%	-7%
36	O=C(Nc1ccncc1)Nc1cccc(Cl)c1Cl	-4%	5%	-61*	3%	-24%	?	-47%
37	COc1ccc(-c2csc(Cc3nnc(N4CCOCC4)n3-c3ccccc3)n2)cc1OC	-6%	-6%	25	2%	-6%	4%	84%[activator]
38	CN1C(=O)NC(c2ccc(Cl)cc2)C2=C1CC(C)(C)CC2=O (stereo not given)	3%	-5%	31	3%	-1%	-6%	-5%
39	O=C(CCCC(=O)NN=Cc1ccc(Cl)cc1Cl)NN=Cc1ccc(Cl)cc1Cl	9%	5%	-24	·	·	·	·
40	O=C(C[n+]1cc(-c2ccc(F)cc2)n2c1CCC2)N1c2ccccc2Sc2ccccc21	?	-10%	-32	-4%	-9%	?	45%

The results go on.
nr	canonical_smiles	AMA1-RON2 inh	Tb PYK inh	HCMV antiviral	LmPK inh	Sm TGR block	AmpC detergent	AmpC no deterg
41	Cc1occc1C(=O)NCc1ccco1	24%[2.32 µM]	-18%	62	-2%	-3%	?	-24%
42	CCOc1cccc(C2c3[nH]c4ccccc4c3CCN2C(=O)CCC2CCCC2)c1 (stereo not given)	·	2%	-17	·	8%	17%	·
43	Cc1nnsc1C(=O)N1CCCC(C)(C(=O)NS(=O)(=O)C2CC2)C1 (stereo not given)	-18%	2%	-8	·	·	·	·
44	C=C(C)Cn1c(=O)c2c(nc3n2CCN3c2ccc(CC)cc2)n(C)c1=O	·	-1%	?	·	10%	12%	·
45	Cc1ccc(SCC2=NN(c3nc(C)cc(C)n3)C(=O)C2)cc1	36%[activator]	0%	33	-12%	?	0%	-6%
46	O=C(COC(=O)CSc1nnc(-c2ccc(Cl)cc2)o1)Nc1cc(Cl)cc(Cl)c1	5%	-2%	-10	0%	-12%	-3%	-20%
47	Nc1ccc(S(=O)(=O)NNC(=O)C(=O)NNc2ccccc2)cc1	35%[activator]	4%	-15	-4%	-4%	-7%	-1%
48	COc1ccc(S(=O)(=O)N2CCN(c3ccccc3OC)CC2)cc1-c1noc(C)n1	·	-17%	?	·	4%	20%	·
